# Growth percent in the NCI-60 one-dose screen (48 h, 10 µM unless noted): 100 = growth as untreated, 0 = no growth, -100 = all killed.
# PC-3: PC-3 prostate cancer cells; 80,000 compounds, 3.9% hits
# SF-268: SF-268 CNS cancer cells; AID 1794759; 82,000 compounds, 3.1% hits
# U251: U251 CNS tumor cells | 80,000 compounds, 5.4% hits
# OVCAR-8: OVCAR-8 ovarian cancer; 81,000 compounds, 4.4% hits; AID 1794782
# OVCAR-5: OVCAR-5 ovarian cancer; 82,000 compounds, 2.9% hits
# DU-145: DU-145 prostate cancer. 81,000 compounds, 4.2% hits
# OVCAR-3: OVCAR-3 ovarian cancer; 79,000 compounds, 7% hits
# OVCAR-4: OVCAR-4 ovarian cancer cells; 80,000 compounds, 3.7% hits
# SK-OV-3: SK-OV-3 ovarian cancer cells; AID 1794785; 80,000 compounds, 3.2% hits
# Starred values were filed as active, the others as inactive; nt = no result given; & = joins results of further samples. The calls were made as follows: active = growth percent below 10; inactive = the rest.
SMILES,PC-3,SF-268,U251,OVCAR-8,OVCAR-5,DU-145,OVCAR-3,OVCAR-4,SK-OV-3
Cc1nn(-c2ccccc2)c(N2CCOCC2)c1-c1nc2ccc(C(=O)NN)cc2[nH]1,103.2,93.0,100.1,100.6,107.7,109.4,104.9,102.5,115.1
COc1cc2nc(N3CCC[C@H](NC(=O)C4COc5ccccc5O4)C3)nc(N)c2cc1OC (stereo not given in full),92.6&94.0,102.9&105.3,93.4&97.6,101.1&104.9,99.0&98.0,109.4&109.4,106.4&110.9,106.8&98.9,108.1&104.2
c1ccc2sc(SCN3CCN(CSc4nc5ccccc5s4)CC3)nc2c1,90.4,112.1,104.1,110.2,110.6,142.8,133.5,94.9,85.0
CC(=O)Nc1nc(C)c(C(=O)N/N=C/N2CCOCC2)s1,nt,102.8,101.1,115.0,106.4,109.0,104.3,118.9,109.8
CCCCN1C(=O)c2cccc3c(OC)cc(/C=C/C(=O)OCC)c(c23)C1=O,88.7,92.0,96.7,93.5,95.8,110.1,100.5,107.3,98.9
ClCCOCCSC1=NCCN1,98.9,99.3,96.0,100.1,112.0,105.3,106.5,114.8,105.4
O=S(=O)(OCC(O)C(O)C(O)C(O)COS(=O)(=O)c1ccccc1)c1ccccc1 (stereo not given),104.4,101.1,103.5,104.1,94.9,105.5,102.9,105.8,104.9
CN(C)c1nc(-c2ccccc2)c(/C=C2\SC(=S)N(CCCCCCCCCCC(=O)O)C2=O)s1,76.6,88.3,68.0,79.9,119.0,95.0,84.3,78.9,112.6
CCOC(=O)c1cc(C(=O)c2ccc(F)cc2F)n2ccccc12,75.6,85.7,79.4,88.0,99.7,105.4,103.4,97.8,88.7
CCOC(=O)C(Br)C(Br)c1ccccc1 (stereo not given),94.0,99.7,97.9,95.0,91.2,105.2,112.9,98.2,100.1
COc1ccc([N+](=O)[O-])cc1F,107.4,100.9,107.4,96.0,95.7,110.4,110.8,nt,111.4
CCN(CC)CCCCC(C)Nc1ccnc2cc(Cl)ccc12 (stereo not given),88.8,105.1,115.7,101.0,122.8,125.5,112.4,105.7,112.1
CCCCCCCCCCCC(=O)Nc1ccccc1,88.2,108.2,93.4,98.4,103.5,113.4,112.3,101.8,98.1
O=C(/C=C/c1cn(-c2ccccc2)nc1-c1ccc(F)cc1)OCc1cn(-c2cccc([N+](=O)[O-])c2)nn1,69.8,97.6,89.3,82.0,118.0,101.0,99.1,104.2,95.9
O=C(C[C@]1(O)C(=O)Nc2ccc(Br)cc21)c1ccccn1,90.3,93.8,101.6,105.5,95.4,96.4,93.6,91.1,84.9
O=c1nc2c(-c3ccccc3)n[nH]n2c2ccsc12,90.9,94.0,106.5,109.9,105.5,97.5,97.5,106.6,107.3
O=C(O)N/N=C/c1ccc(Cl)cc1,104.1,96.2,105.0,105.5,98.8,99.3,97.8,101.3,108.7
C=C(C[n+]1ccccc1)[C@@H]1CC[C@]2(C(=O)OC)CC[C@]3(C)[C@H](CC[C@@H]4[C@@]5(C)CCC(=O)C(C)(C)[C@@H]5CC[C@]43C)[C@@H]12,68.0,90.3,82.8,90.3,100.9,101.3,58.9,55.0,99.0
CCCCCCCC/C=C/CCCCCCCC1=NC(C)(C)CN1C(C)C,-74.4*,4.2*,-76.1*,-20.8*,58.1,21.9,-55.7*,18.9,55.4
COC(=O)[C@@]1(/C=C/c2ccccc2)C(=O)N(c2ccc([N+](=O)[O-])cc2)[C@@]1(C(=O)OC)c1ccccc1,39.6,78.8,44.0,77.6,108.2,81.9,66.1,32.3,72.4
CCOC(=O)CCC(=O)c1ccc2cc(OC)ccc2c1,90.8,106.4,93.9,98.9,92.7,112.1,110.9,101.8,86.2
Cc1sc2nc(NC(C)c3nnnn3-c3ccc(Br)cc3)[nH]c(=O)c2c1C (stereo not given),68.2,81.9,91.7,89.1,86.9,95.7,95.7,96.6,92.5
Cc1cc(N2CCOCC2)nc(N2CCC(C(N)=O)CC2)n1,102.3,102.5,112.0,108.8,100.9,100.2,103.0,100.9,111.0
COc1ccc2c(c1)oc1c(C)c3c(cc12)C(=O)N(N)C3=O,89.0,100.4,94.6,98.4,98.3,108.2,107.2,105.2,100.3
N#Cc1c(-c2ccccc2)nc(SCc2nnc(-c3ccc(Cl)cc3)o2)[nH]c1=O,61.5,100.2,81.0,93.6,114.5,107.9,102.6,105.6,55.4
SMILES,PC-3,SF-268,U251,OVCAR-8,OVCAR-5,DU-145,OVCAR-3,OVCAR-4,SK-OV-3
CC(=O)n1c2ccccc2c2ccccc21,nt,114.9,103.6,100.3,89.3,107.9,113.8,104.6,121.7
Nc1cc(N)n(C2=NCCN2)n1,101.3,107.0,nt,95.2,102.4,105.3,106.1,100.9,118.3
CCOC(=O)c1cn(CCN2CCOCC2)c2nc(NCc3ccc(OC)c(OC)c3)nn2c1=O,92.4,96.8,95.2,101.1,101.2,107.2,104.7,103.5,97.6
C/C(Cc1ccccc1)=N\O,88.4,101.0,104.1,106.7,106.7,108.9,104.6,116.6,128.4
O=C(O)c1cn(C2CC2)c2cc(N3CCN(Cc4ccc(O)cc4O)CC3)c(F)cc2c1=O,97.5,93.9,103.1,98.2,104.1,104.0,101.1,91.2,96.0
Oc1c(Cl)cc(Cl)c(Cc2c(Cl)cc(Cl)c(O)c2Cl)c1Cl,95.5,107.9,102.7,104.8,100.5,109.7,116.9,111.3,101.0
ClC(Cl)c1nc(-c2cccnc2)n2nc(-c3ccccc3)cc2n1,24.4,23.0,-32.7*,27.7,7.7*,-21.7*,-47.5*,9.3*,nt
CCOC(=O)c1c(C)nc2c(c1N)/C(=C/c1ccc[nH]1)C(=O)N2Cc1ccc(OC)c(F)c1,80.3,92.7,94.3,nt,81.0,99.1,102.9,89.3,87.5
O=C(Cn1cc(CN2CCN(c3ccnc4cc(Cl)ccc34)CC2)nn1)Nc1ccccc1,70.4,96.6,98.5,100.9,101.9,113.6,108.1,96.1,60.5
O=C(NCc1ccc(Cl)cc1Cl)C1CCC(=O)N1c1cscn1 (stereo not given),88.2,110.9,89.2,96.3,92.2,111.3,115.6,98.0,96.7
O=C(c1ccccc1)C(c1ccccc1)[n+]1ccccc1 (stereo not given),99.4,107.7,101.1,97.3,103.8,108.6,104.3,100.9,94.7
Cn1cc2cc(/C=C3\NC(=NC45CC6CC(CC(C6)C4)C5)NC3=O)ccc2n1,94.6,81.0,80.2,90.8,77.6,70.2,65.2,88.8,77.5
O=C(OCc1ccccc1)c1ccccc1,85.4&107.1,99.1&114.4,104.6&99.8,95.7&100.5,91.7&102.1,100.8&117.9,116.0,108.1,93.6&99.1
NC(=N\N=C\c1ccccc1)/C(N)=N/N=C/c1ccccc1,90.5&105.1,97.4&99.6,102.9&108.2,97.0&96.6,126.8&103.5,109.8&110.9,114.7&103.7,104.3&101.8,108.4&116.4
CC(=O)Nc1ccc(OCc2ccccc2)cc1[N+](=O)[O-],111.5,94.7,107.9,110.9,95.5,102.9,108.3,107.9,108.2
O=C(O)c1ccc(-n2cc(/C=N/Nc3ccc(Cl)cc3)c(-c3cc4ccccc4oc3=O)n2)cc1,80.6,91.4,99.6,108.3,83.7,103.9,94.0,86.5,103.3
COC(=O)c1c(NC(=O)C(F)(F)F)sc2c1CCC1(C2)OCCO1,106.4,96.5,104.6,104.7,108.4,110.6,103.4,102.0,nt
COc1ccc(C2C3=C(COC3=O)N(CCO)c3cc(OC)ccc32)cc1 (stereo not given),95.9,94.8,101.5,104.1,95.9,107.7,105.6,108.3,96.1
O=C(O)CSc1ccccc1,91.7,105.8,109.7,112.0,94.7,116.8,115.5,100.5,nt
CN1CCN(C(=O)C23CCC(C)(C)C[C@H]2C2=CC[C@@H]4[C@@]5(C)C/C(=C/c6ccco6)C(=O)C(C)(C)[C@@H]5CC[C@@]4(C)[C@]2(C)CC3)CC1 (stereo not given in full),53.3,85.1,76.3,91.7,90.1,91.3,78.1,76.4,97.5
Cc1ccc(O)c(C(=O)c2cccc(Cl)c2)c1,nt,99.6,105.2,95.3,92.1,113.3,110.6,100.0,116.8
CCN(CC)c1ccc(N)cc1,80.6&84.5&82.1,100.3&97.8&110.0,88.8&104.2&100.7,91.7&104.2&100.6,93.0&106.7&107.3,95.6&115.9&118.6,87.2&92.4&98.1,82.7&90.9&90.8,100.5&109.5&109.3
O=C1[C@@H]2Cc3c([nH]c4ccccc34)[C@H](c3c(Cl)cccc3Cl)N2C(=O)CN1C1CCN(Cc2c(F)cccc2F)CC1,69.9,76.1,73.5,79.3,92.4,58.8,113.4,76.3,96.8
O=C(CSc1oc(-c2ccccc2)nc1S(=O)(=O)c1ccc(Br)cc1)Nc1ccc(F)cc1,56.9,43.1,23.0,28.5,98.8,77.1,62.6,34.6,80.6
Cc1ccc(S(=O)(=O)Oc2nncc(-c3ccccc3)n2)cc1,86.9,100.3,109.2,102.1,101.6,93.0,107.5,111.9,107.4
SMILES,PC-3,SF-268,U251,OVCAR-8,OVCAR-5,DU-145,OVCAR-3,OVCAR-4,SK-OV-3
COc1cccc2c1OC1(N3CCOCC3)CCCCC1C2C[N+](=O)[O-] (stereo not given),95.0,104.2,95.4,97.2,104.3,108.9,110.1,95.9,112.1
CN(C)c1ccc2[nH]c3ccccc3c2c1,94.1,103.5,90.6,93.1,100.6,110.8,110.4,108.3,93.8
Oc1ccc(Nc2nccc(-c3ccc4ccccc4c3)n2)cc1,48.6,47.4,nt,31.6,66.9,55.5,34.3,65.5,57.4
CC(C)N(c1ccc(Cl)cc1)c1nc(-c2ccc([N+](=O)[O-])cc2)cs1,95.4,105.1,95.5,101.5,100.0,101.5,106.1,96.1,92.4
CC(C)c1ccc(C(C)C)cc1,87.7,103.6,104.2,98.8,104.8,109.6,115.1,120.1,116.8
Nc1ncnc2c1ncn2C1CCCC(CO)O1 (stereo not given),nt,110.9,106.3,106.7,101.1,121.7,109.8,nt,108.6
CCN(c1ccc2c(c1)C(C)(C)CCC2(C)C)c1ncc(C(=O)O)cn1,78.9,96.4,85.5,89.0,109.2,110.5,111.4,93.8,80.2
C[Si](C)(C)c1cn(CCCCN2C(=O)C(=O)c3ccccc32)nn1,100.6,98.5,103.8,102.8,100.8,106.3,115.0,106.3,111.0
CCCCCCCOc1ccc(S(=O)(=O)Nc2ccc(C)c(F)c2C(=O)O)cc1,91.0,101.1,91.4,97.1,107.2,104.4,99.9,90.1,104.0
Cc1ccc(-c2nnc(SCC(=O)NC3=NN=C(c4ccc(Cl)cc4)CS3)o2)cc1,85.4,98.3,90.5,87.7,97.9,109.7,111.9,103.5,82.9
Oc1ccc(/C=N/N=C(/c2ccccc2)c2ccc3nc(-c4ccc(O)cc4)[nH]c3c2)cc1,51.2,84.3,94.3,87.8,96.6,91.3,nt,63.2,110.1
CCCCCCCCN=Cc1c(O)c(O)c(C(C)C)c2cc(C)c(-c3c(C)cc4c(C(C)C)c(O)c(O)c(C=NCCCCCCCC)c4c3O)c(O)c12,98.0,97.6,95.4,99.9,108.6,104.9,93.6,95.1,99.8
NNc1nc(Nc2ccccc2)nc(Nc2ccc(S(N)(=O)=O)cc2)n1,101.4,101.8,104.8,110.9,98.0,114.3,109.9,109.6,103.9
Cc1ccc(C(C)(C)C)cc1,96.9,109.9,102.6,106.0,87.2,108.8,105.7,107.3,108.3
O=C1CCCC/C1=C\c1c(-c2ccc(Cl)cc2)nn(-c2ccccc2)c1C(F)(F)F,98.2,101.8,93.2,100.8,110.9,104.8,101.8,104.5,100.7
CCOC(=O)C(CCC1CCCCC1)C(C)=O (stereo not given),132.2,103.5,107.9,112.3,110.6,118.6,110.2,105.8,129.8
CCSC(=N)N=Nc1ccc(O)cc1,70.4,104.3,101.9,82.9,97.4,116.8,110.2,87.1,106.9
O=S(=O)(Nc1ccc(Cl)c(C(F)(F)F)c1)c1ccc(-c2nnc(C3CCCCC3)o2)cc1,88.5,91.8,94.7,97.2,100.4,102.4,102.3,99.2,96.7

# Screening results as filed in PubChem BioAssay.
